High-throughput results deposited in PubChem BioAssay by several laboratories.
rCAG binder = binders of r(CAG) RNA repeats, primary screen, biochemical, fluorescence; r(CAG) RNA repeat, TO-PRO-1 dye displacement fluorescence; inhibition, % at 3 µM; 1.3% of 370,000 active;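 active = inhibition above the plate cutoff, the mean of all test compounds on that plate plus 3 SD, cut at about 35% in these data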;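 note: 0% = DMSO alone and 100% = 100 µM mitoxantrone as full dye displacement; higher means more dye released from RNA so lower well fluorescence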
ASAP1 GAP inh = inhibitors of human ASAP1 ArfGAP activity, primary screen, biochemical, fluorescence polarization; Arf-GAP with SH3 domain, ANK repeat and PH domain-containing protein 1 (Homo sapiens), …; ASAP1-stimulated ARF1 GTP hydrolysis, GDP FP detection; inhibition, % at 16.5 µM; 0.19% of 360,000 active; in the data active = inhibition above about 25%;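 note: 0% = vehicle with enzyme and substrate and 100% = no enzyme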
Target sequence (Q9ULH1 325-724 limits assumed): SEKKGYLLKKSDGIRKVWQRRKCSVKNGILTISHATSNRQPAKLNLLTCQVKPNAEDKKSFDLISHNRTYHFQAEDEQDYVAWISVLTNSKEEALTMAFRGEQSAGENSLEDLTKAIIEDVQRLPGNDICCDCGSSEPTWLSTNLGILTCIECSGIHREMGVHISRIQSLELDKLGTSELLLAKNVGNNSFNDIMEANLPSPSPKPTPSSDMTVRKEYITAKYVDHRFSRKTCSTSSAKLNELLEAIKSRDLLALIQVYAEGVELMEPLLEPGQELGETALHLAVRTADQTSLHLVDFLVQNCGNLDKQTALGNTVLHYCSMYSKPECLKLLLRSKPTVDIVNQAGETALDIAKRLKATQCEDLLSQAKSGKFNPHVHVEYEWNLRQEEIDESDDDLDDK
FXN GAA850 act = FXN promoter activators, primary screen, cell-based, luciferase luminescence, HEK293 lucGAA850 | activation, % at 6 µM | AID 540364, 2011 | HEK293 lucGAA850 FXN promoter luciferase reporter, 24 h; percent of 10 µM SAHA response | 0.56% of 360,000 active;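 active = activation above the average of all compounds screened plus 3 SD, cutoff fixed separately per campaign, cut at about 7.5% in these data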;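 note: 0% = DMSO wells and 100% = 10 µM SAHA wells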
NPR2 activator = human GC-B receptor activators, primary screen, HEK293 GC-B cells, cGMP TR-FRET, EC30 CNP. activation, % at 10 µM. 0% at EC30 CNP, 100% saturating CNP. Atrial natriuretic peptide receptor 2 (Homo sapiens), P20594. 0.11% of 370,000 active. AID 1920062, 2024;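 active = activation at 10 µM reaching about 35% in either raw or pattern-adjusted values, limit read from the data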
GC-A act = GC-A stimulated cGMP production enhancers – HEK293 GC-A cells, cGMP TR-FRET, EC30 ANP, primary screen; Atrial natriuretic peptide receptor 1 (Homo sapiens), P16066; 0% at EC30 ANP, 100% saturating ANP; activation, % at 10 µM; 0.14% of 370,000 active; in the data active = activation above about 40%
proKLK7 act = proKLK7 zymogen activators, primary screen, biochemical, fluorescence intensity; activation, % at 7 µM; purified proKLK7, EDANS-DABCYL substrate fluorescence; 100% is mature enzyme control, 0% vehicle; 0.9% of 370,000 active; Kallikrein-7 (Homo sapiens), P49862;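 active = activation above the mean of all tested compounds plus 3 SD, computed per campaign excluding outliers beyond control limits, cut at about 13% in these data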
Target sequence (P49862 whole entry, looked up): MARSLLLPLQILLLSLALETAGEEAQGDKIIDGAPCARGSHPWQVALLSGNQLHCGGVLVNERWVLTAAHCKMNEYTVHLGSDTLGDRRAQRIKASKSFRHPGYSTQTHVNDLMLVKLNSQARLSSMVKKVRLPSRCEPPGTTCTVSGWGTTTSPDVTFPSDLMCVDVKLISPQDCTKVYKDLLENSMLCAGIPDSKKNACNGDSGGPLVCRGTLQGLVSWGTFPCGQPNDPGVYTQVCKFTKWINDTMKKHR
HGIII-sPLA2 inh = human group III sPLA2 inhibitors, primary screen, biochemical, QFRET, BODIPY PC-A2 liposome substrate. Group 3 secretory phospholipase A2 (Homo sapiens), Q9NZ20. QFRET BODIPY PC-A2 liposome hydrolysis, fluorescence. inhibition, % at 12.2 µM. 0.56% of 370,000 active. AID 743126, 2013;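 active = inhibition above mean plus 3 SD of compounds lying within the high and low control bounds, cut at about 19% in these data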;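 note: 0% = median of test compound wells and 100% = no enzyme DMSO wells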
ARFGAP1 inhibitor = inhibitors of rat ARFGAP1 GAP activity, primary screen, biochemical, fluorescence polarization, GDP tracer. Arfgap1-stimulated ARF1 GTP hydrolysis, GDP FP detection. AID 651572, 2012. 0.26% of 360,000 active. inhibition, % at 16.5 µM;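 active = inhibition above a per-plate limit, mean inhibition of low control wells plus 3 SD, cut at about 25% in these data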;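 note: 0% = DMSO wells with enzyme and 100% = wells lacking Arfgap1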
Target sequence (Q62848 1-136 limits assumed): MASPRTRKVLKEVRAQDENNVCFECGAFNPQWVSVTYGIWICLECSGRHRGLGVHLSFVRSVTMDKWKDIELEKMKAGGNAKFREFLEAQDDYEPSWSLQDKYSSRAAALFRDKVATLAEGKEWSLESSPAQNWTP
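Repeats: one replicate per compound; assay system: rat Arfgap1 catalytic domain, aa 1-136; times: enzyme reaction 120 min at 25 °C after 20 min preincubation; detection: FP of antibody-bound GDP Alexa 633 tracer, ex 620/em 688 nm; benchmarks: high control wells lacking Arfgap1, low control full reaction with DMSO; reagent: human ARF1(Δ1-17)-GTP substrate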
Tn6 DDE FP = inhibitors of Tn6 peptide binding to fibrin DD(E), primary screen, biochemical, fluorescence polarization, human fibrin, Tn6 probe; Fibrin DD(E) TRITC-Tn6 fluorescence polarization displacement; inhibition, % at 8.3 µM; AID 720509, 2013; 0.21% of 370,000 active;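 active = inhibition above a per-campaign cutoff: mean of compounds within control limits plus 3 SD, cut at about 15% in these data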;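 note: 0% = median of all compound wells on the plate and 100% = blocking peptide control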
ADAM10 inh = human ADAM10 inhibitors, primary screen, biochemical, QFRET, HTS. recombinant ADAM10, EDANS/DABCYL FRET peptide cleavage, 3 h. inhibition, % at 7 µM. Disintegrin and metalloproteinase domain-containing protein 10 (Homo sapiens), O14672. 0.62% of 370,000 active;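 active = inhibition above a per-campaign cutoff equal to the mean of compounds falling between control-based bounds plus 3 SD, cut at about 20% in these data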;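 note: 0% = DMSO wells while the 100% control is not disclosed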
The depositor's hits bear a star.

For O=C(CCCCCN1C(=O)c2ccccc2C1=O)Oc1ccc2c3c(c(=O)oc2c1)CCC3 the results were rCAG binder -1, ASAP1 GAP inh 14, FXN GAA850 act 1.4, NPR2 activator -5, GC-A act -3, proKLK7 act 31*, HGIII-sPLA2 inh -1, ARFGAP1 inhibitor -3, Tn6 DDE FP 7 and ADAM10 inh inactive.
`Cc1cc(OCC(=O)N(C)Cc2ccccc2)ccc1Br` gave rCAG binder -8, ASAP1 GAP inh -8, FXN GAA850 act 1.3, NPR2 activator -6, GC-A act -7, proKLK7 act -0.2, HGIII-sPLA2 inh 4, ARFGAP1 inhibitor 6, Tn6 DDE FP 2 and ADAM10 inh 0.
Screening Cn1c(=O)cc(C(=O)N/N=C/c2ccc(Cl)cc2)[nH]c1=O returned rCAG binder -2, ASAP1 GAP inh -11, FXN GAA850 act 1.1, NPR2 activator -7, GC-A act -3, proKLK7 act 0.0, HGIII-sPLA2 inh 3, ARFGAP1 inhibitor 15, Tn6 DDE FP -2 and ADAM10 inh -7.
CC(=O)Nc1sc(N/N=C/c2ccc(O)cc2)nc1-c1ccc(C)cc1 was read as rCAG binder 16, ASAP1 GAP inh 11, FXN GAA850 act 1.4, NPR2 activator 4, GC-A act 0, proKLK7 act -0.8, HGIII-sPLA2 inh -11, ARFGAP1 inhibitor 4, Tn6 DDE FP -2 and ADAM10 inh -10.
Screening COc1cc(CNCc2ccc(C(=O)O)cc2)ccc1OCc1ccc(F)cc1 returned rCAG binder 1, ASAP1 GAP inh -13, FXN GAA850 act 0.5, NPR2 activator -3, GC-A act 1, proKLK7 act 0.1, HGIII-sPLA2 inh -2, ARFGAP1 inhibitor -10, Tn6 DDE FP 1 and ADAM10 inh -8.
OC(c1ccc(Cl)c(F)c1)c1ncc(-c2ccc(F)cc2)[nH]1 (stereo not given) was read as rCAG binder 3, ASAP1 GAP inh 5, FXN GAA850 act 0.6, NPR2 activator 1, GC-A act -3, proKLK7 act 0.3, HGIII-sPLA2 inh -16, ARFGAP1 inhibitor 8, Tn6 DDE FP -2 and ADAM10 inh 8.
COc1cc(Cl)ccc1OC1(C)CCN(Cc2ccc(-c3ccccn3)cc2)C1 (stereo not given) was read as rCAG binder 1, ASAP1 GAP inh -3, FXN GAA850 act 1.8, NPR2 activator -5, GC-A act -8, proKLK7 act 0.9, HGIII-sPLA2 inh -10, ARFGAP1 inhibitor 3, Tn6 DDE FP 5 and ADAM10 inh 2.
`COc1ccc(S(=O)(=O)N2CCN(C(c3ccccc3)c3ccccc3)CC2)cc1NC(C)=O` gave rCAG binder 2, ASAP1 GAP inh -8, FXN GAA850 act -0.1, NPR2 activator 6, GC-A act 4, proKLK7 act -0.5, HGIII-sPLA2 inh 5, ARFGAP1 inhibitor -4, Tn6 DDE FP 2 and ADAM10 inh 5.
O=C(NCCc1ccccc1)C(=Cc1ccc(C(=O)O)cc1)C(=O)NCCc1ccccc1 was read as rCAG binder 11, ASAP1 GAP inh -4, FXN GAA850 act 0.6, NPR2 activator 1, GC-A act -1, proKLK7 act -0.1, HGIII-sPLA2 inh -6, ARFGAP1 inhibitor 3, Tn6 DDE FP -4 and ADAM10 inh -6.
`CC(=O)Nc1ccc(NC(=O)COc2ccc([N+](=O)[O-])cc2)cc1` gave rCAG binder 0, ASAP1 GAP inh -14, FXN GAA850 act 2.4, NPR2 activator -2, GC-A act -3, proKLK7 act -0.3, HGIII-sPLA2 inh 6, ARFGAP1 inhibitor -3, Tn6 DDE FP -2 and ADAM10 inh -3.
For O=S(=O)(NCCc1csc(-c2cccnc2)n1)c1ccc2c(c1)OCCO2 the results were rCAG binder 3, ASAP1 GAP inh 6, FXN GAA850 act 0.5, NPR2 activator -4, GC-A act 1, proKLK7 act 0.5, HGIII-sPLA2 inh 0, ARFGAP1 inhibitor 7, Tn6 DDE FP 4 and ADAM10 inh -6.
Screening O=[N+]([O-])c1cc(S(=O)(=O)C(F)(F)F)ccc1Sc1nc2ccccc2s1 returned rCAG binder 0, ASAP1 GAP inh 0, FXN GAA850 act 13*, NPR2 activator -32, GC-A act -37, proKLK7 act 0.6, HGIII-sPLA2 inh 0, ARFGAP1 inhibitor 13, Tn6 DDE FP -3 and ADAM10 inh 2.
For CC1CCCCC1NC(=O)COc1ccc(-n2cnnn2)cc1 (stereo not given) the results were rCAG binder 5, ASAP1 GAP inh -1, FXN GAA850 act 0.6, NPR2 activator 0, GC-A act 3, proKLK7 act 0.2, HGIII-sPLA2 inh 1, ARFGAP1 inhibitor 6, Tn6 DDE FP -6 and ADAM10 inh -3.
For Cc1cccc(C)c1N1CCN(c2n[nH]c(N)n2)CC1 the results were rCAG binder -3, ASAP1 GAP inh 2, FXN GAA850 act 2.0, NPR2 activator 0, GC-A act 4, proKLK7 act -0.1, HGIII-sPLA2 inh 2, ARFGAP1 inhibitor 2, Tn6 DDE FP 3 and ADAM10 inh -4.
Cc1nc(NC(=O)C2CCCC2)sc1Cc1ccc2c(c1)OCO2 was read as rCAG binder -2, ASAP1 GAP inh 1, FXN GAA850 act 6.0, NPR2 activator 11, GC-A act 9, proKLK7 act -0.8, HGIII-sPLA2 inh -5, ARFGAP1 inhibitor 8, Tn6 DDE FP 6 and ADAM10 inh 14.
`COC(=O)N/N=C(C)\C=C\c1ccco1` gave rCAG binder 1, ASAP1 GAP inh 16, FXN GAA850 act 3.4, NPR2 activator 0, GC-A act -3, proKLK7 act 0.3, HGIII-sPLA2 inh 0, ARFGAP1 inhibitor -2, Tn6 DDE FP -2 and ADAM10 inh -6.
Screening COc1ccc(C(=O)NC(=S)Nc2nnn(C)n2)cc1 returned rCAG binder 4, ASAP1 GAP inh -3, FXN GAA850 act 1.8, NPR2 activator 2, GC-A act 0, proKLK7 act -0.3, HGIII-sPLA2 inh 4, ARFGAP1 inhibitor -5, Tn6 DDE FP 8 and ADAM10 inh 2.
For C=CCc1ccc(OC(=O)c2ccccc2)c(OC)c1 the results were rCAG binder -3, ASAP1 GAP inh 1, FXN GAA850 act 0.5, NPR2 activator 2, GC-A act -3, proKLK7 act -0.1, HGIII-sPLA2 inh 9, ARFGAP1 inhibitor 10, Tn6 DDE FP 2 and ADAM10 inh -20.
O=C(O)c1c2c(nc3ccccc13)/C(=C/c1ccc(O)cc1)CC2 was read as rCAG binder 5, ASAP1 GAP inh 2, FXN GAA850 act -1.8, NPR2 activator 0, GC-A act 7, proKLK7 act 28*, HGIII-sPLA2 inh -8, ARFGAP1 inhibitor -1, Tn6 DDE FP 7 and ADAM10 inh -93.
COC(=O)[C@]12C[C@H](CC(=O)NCCCN3CCCC3=O)C(=O)N(Cc3cccc4ccccc34)C1=C[C@H](C(C)(C)C)O[C@@H]2C was read as rCAG binder 3, NPR2 activator -1, GC-A act -8, proKLK7 act 0.4, HGIII-sPLA2 inh -7, Tn6 DDE FP 2 and ADAM10 inh 1.
`CCN1CCN(C(=O)c2c(-c3c(F)cccc3Cl)noc2C)CC1` gave rCAG binder -1, ASAP1 GAP inh 3, FXN GAA850 act -1.2, NPR2 activator 1, GC-A act 0, proKLK7 act 0.1, HGIII-sPLA2 inh 2, ARFGAP1 inhibitor 0, Tn6 DDE FP 8 and ADAM10 inh -2.
For O=C(CN(c1ccccc1)S(=O)(=O)c1ccc(F)cc1)NC1CCCCCC1 the results were rCAG binder 2, ASAP1 GAP inh 8, FXN GAA850 act 0.9, NPR2 activator -3, GC-A act -1, proKLK7 act 0.1, HGIII-sPLA2 inh -3, ARFGAP1 inhibitor -11, Tn6 DDE FP -5 and ADAM10 inh 6.
For C[C@H]1NC(=O)[C@@]2(C)[C@@H](c3ccccc3)[C@H]3COc4ccccc4[C@@H]3N2C1=O the results were rCAG binder -3, ASAP1 GAP inh -5, FXN GAA850 act 2.4, NPR2 activator -6, GC-A act -1, proKLK7 act -0.6, HGIII-sPLA2 inh -3, ARFGAP1 inhibitor -5, Tn6 DDE FP 2 and ADAM10 inh 3.
Screening Cc1cc(S(=O)(=O)n2ccnc2)c(Cl)cc1Cl returned rCAG binder 0, ASAP1 GAP inh -2, FXN GAA850 act 1.2, NPR2 activator 1, GC-A act 4, proKLK7 act -0.5, HGIII-sPLA2 inh -5, ARFGAP1 inhibitor -8, Tn6 DDE FP -4 and ADAM10 inh -5.
For COc1cc2c(C#CCCCO)c(-c3ccsc3)oc(=O)c2cc1OC the results were rCAG binder 8, ASAP1 GAP inh 2, FXN GAA850 act -4.1, NPR2 activator 0, GC-A act 1, proKLK7 act -2.4, HGIII-sPLA2 inh -3, ARFGAP1 inhibitor 17, Tn6 DDE FP 4 and ADAM10 inh -37.
For COc1ccccc1CNc1ncnc2c1cnn2-c1ccccc1 the results were rCAG binder 2, ASAP1 GAP inh 18, FXN GAA850 act 0.0, NPR2 activator 8, GC-A act 1, proKLK7 act -0.2, HGIII-sPLA2 inh -3, ARFGAP1 inhibitor -4, Tn6 DDE FP 4 and ADAM10 inh -1.
Cc1ccc(C(=O)COC(=O)c2cccs2)cc1 was read as rCAG binder -2, ASAP1 GAP inh -2, FXN GAA850 act 1.9, NPR2 activator -6, GC-A act 7, proKLK7 act 0.8, HGIII-sPLA2 inh -7, ARFGAP1 inhibitor 7, Tn6 DDE FP 1 and ADAM10 inh 3.
For CCOc1ccc(/C=N/N2C(=O)C(CC(=O)Nc3ccc(F)cc3F)SC2=NC)cc1OC (stereo not given) the results were rCAG binder 3, ASAP1 GAP inh -4, FXN GAA850 act 1.5, NPR2 activator 2, GC-A act 0, proKLK7 act 0.2, HGIII-sPLA2 inh 7, ARFGAP1 inhibitor 4, Tn6 DDE FP -2 and ADAM10 inh -6.
`Cn1c(=O)c2c(nc(CN3CCc4ccccc4C3)n2CC(=O)c2ccccc2)n(C)c1=O` gave rCAG binder 6, ASAP1 GAP inh -2, FXN GAA850 act -0.5, NPR2 activator -9, GC-A act 0, proKLK7 act -0.1, HGIII-sPLA2 inh -7, ARFGAP1 inhibitor -5, Tn6 DDE FP -3 and ADAM10 inh -6.
CCCCN(CC)CCNC(=O)Cn1cnc2sc(C)c(S(=O)(=O)N3CCOCC3)c2c1=O was read as rCAG binder -1, ASAP1 GAP inh 2, FXN GAA850 act 0.9, NPR2 activator 8, GC-A act -3, proKLK7 act 0.0, HGIII-sPLA2 inh 9, ARFGAP1 inhibitor 19, Tn6 DDE FP -5 and ADAM10 inh -1.

Outcome played no part in choosing rows. Share with any hit: about 4.5%.
